MrgX1 allo act: allosterically activates human MrgX1 receptor signaling | MrgX1-HEK293, Fluo-4 calcium flux, FDSS; stronger effect = higher value | B-score at 10 µM | 0.63% of 310,000 active | AID 588675;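 active means plate-corrected calcium response at least 3 library SD above typical, normal starting fluorescence, not activating the receptor alone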;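 further: compound read alongside a low EC10 to EC30 dose of BAM8-22 agonist; peak minus trough fluorescence over baseline measured at the second addition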
Target sequence (Q96LB2 whole entry, looked up): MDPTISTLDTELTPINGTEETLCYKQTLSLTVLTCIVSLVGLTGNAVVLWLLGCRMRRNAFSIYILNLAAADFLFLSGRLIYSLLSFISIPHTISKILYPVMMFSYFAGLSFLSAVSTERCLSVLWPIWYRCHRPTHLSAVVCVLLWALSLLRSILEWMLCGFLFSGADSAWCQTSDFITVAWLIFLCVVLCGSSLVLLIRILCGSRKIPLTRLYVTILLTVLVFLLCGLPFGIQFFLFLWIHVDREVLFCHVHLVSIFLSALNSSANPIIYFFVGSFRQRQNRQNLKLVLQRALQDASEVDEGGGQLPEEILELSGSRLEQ
TRPC4 act: TRPC4 (mouse) channel activation. Q9QUQ5. HEK293 TRPC4beta/mu-opioid, Fluo4 calcium fluorescence; stronger effect = higher value. B-score at 10 µM. 0.49% of 310,000 active. AID 2237;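 active means B-score above 5 SD of library B-scores, and initial fluorescence ratio not above library mean plus 5 SD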;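 further: positive B-score marks a calcium rise read as TRPC4 activation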
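Technique: kinetic Fluo4 calcium fluorescence; Test system: TRPC4beta and mu-opioid receptor HEK293 stable cells; Measure: B-scored integrated calcium fluorescence ratio; Benchmarks: low control buffer alone, high control maximal DAMGO; Schedule: 45 min room-temperature Fluo4 loading, 110 s read.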
PolyA inh: blocks polyadenylation in yeast reporter cells | S. cerevisiae SKY197-pL101 polyadenylation reporter, beta-gal luminescence; efflux-impaired pdr1/pdr3 knockout yeast; score 100 = 6 SD above DMSO | calls only at 12 µM | 0.02% of 300,000 active;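 active means lowest replicate activity score at least 50, where 100 means six control SD above control mean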;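 further: yeast exposed to compound for 9 h at 30 °C; higher score means more reporter readthrough which indicates perturbed polyadenylation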
TRPC4 PAM: allosterically enhances the mouse TRPC4 cation channel; 0.42% of 310,000 active; HEK293 TRPC4beta/mu-opioid, DAMGO EC20, Fluo-4 Ca2+ flux; stronger effect = higher value; AID 2227; B-score at 10 µM; Q9QUQ5;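 active means B-score of calcium response area above 5 SD of library B-scores, with initial fluorescence ratio within 5 SD of library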;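 further: B-score of integrated fluorescence ratio over time as area under calcium response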
MrgX1 ag: activates human MrgX1 receptor signaling; Q96LB2; MrgX1-HEK293 cells, Fluo-4 calcium fluorescence, agonist mode; stronger effect = higher value; B-score at 10 µM; 0.44% of 310,000 active;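 active means calcium response B-score plate-corrected fluorescence ratio at least 3 library SD, with starting fluorescence B-score inside 5 SD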
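Test system: HEK293 cells stably expressing human MrgX1 receptor; amount: 15,000 cells per well; doses: compound delivered in addition one of three; times: overnight plating before 1 h dye loading; detection: Fluo-4 NW calcium-flux fluorescence, kinetic read; read-out basis: B-scored fluorescence response ratio; controls: positive and negative controls per plate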
AI-2 QS mod: Vibrio harveyi AI-2 quorum sensing modulation | Vibrio harveyi JMH597 AI-2 luminescence/OD600 ratio, 9 h; stronger effect = lower value; strain lacks LuxN and CqsS sensors; 0 = neutral-control median | activity change, % at 7.5 µM | 0.4% of 300,000 active | AID 2094; in the data active means activity change below about -75%, passing the limit was not always enough;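 further: luminescence divided by OD600 gain over 9 h not by final OD600 alone; inactives centre near 13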
TRPC6 inh: inhibitors of mouse TRPC6 channel; 1.1% of 310,000 active; Q61143; HEK293-TRPC6, membrane potential dye, ACh-evoked depolarization; stronger effect = lower value; B-score at 10 µM;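 active means B-score under library mean minus 3 SD, initial fluorescence not abnormally high, positive integrated signal ratio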;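 further: B-score derived from integrated fluorescence ratio over the kinetic read; more negative B-score means stronger inhibition of depolarization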
TRPC6 act: mouse TRPC6 channel activation. HEK293-TRPC6 membrane potential dye fluorescence; stronger effect = higher value. 0.13% of 310,000 active. B-score at 10 µM. Q61143;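 active means B-score of the integrated fluorescence ratio above library mean plus 3 SD, and starting fluorescence ratio within library mean plus 5 SD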;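 further: higher score means more depolarization so channel activation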
TRPC4 block: blocks the mouse TRPC4 cation channel; Q9QUQ5; HEK293 TRPC4beta/mu-opioid, DAMGO-evoked Fluo4 calcium flux; stronger effect = lower value; B-score at 10 µM; 0.39% of 300,000 active;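 active means B-score over 3 SD under the library average, no early fluorescence shift, positive overall ratio signal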
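Material: HEK293 cells with stable TRPC4beta plus mu-opioid receptor expression / Probe or stimulus: DAMGO in two steps, submaximal then maximal / Compound: single concentration per test compound / Technique: kinetic Fluo4 fluorescence imaging of calcium influx / Read-out: per-well B score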
HIF activator: HIF pathway transcriptional activation; U2OS HRE-luciferase reporter, luminescence; normalized: DMSO 0%, desferrioxamine 100%; activation, % at 7.5 µM (by protocol); 0.32% of 300,000 active; AID 1910;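 active means mean activation of at least 10% of the iron chelator positive control signal, with at least half of replicates also reaching 10%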
MrgX1 antagonist: human MrgX1 receptor antagonism, primary screen | Q96LB2 | MRGX1-HEK293 calcium flux, Fluo-4, BAM8-22 antagonism; stronger effect = lower value | B-score at 10 µM | 1.3% of 310,000 active | AID 588676;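 active means calcium-response B-score plate-corrected more than 3 library SD below zero, starting fluorescence within 5 deviations, no agonist response on first addition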;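 further: peak minus trough fluorescence over baseline after final BAM8-22 challenge near maximal dose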
* marks the source's active call; other numbers are inactive results; i = inactive; . = not tested or not shown. The list is partial; rates above refer to the full screens.

Compound	TRPC4 block	HIF activator	MrgX1 allo act	AI-2 QS mod	TRPC6 inh	TRPC6 act	TRPC4 act	TRPC4 PAM	MrgX1 antagonist	PolyA inh	MrgX1 ag
O=C1C2CC=C(Cl)CC2C(=O)N1c1ncn[nH]1 (stereo not drawn)	i	-4.0	i	14	i	i	i	i	i	i	i
O=C(COc1ccc(Br)cc1)NCCCNC(=O)c1cccnc1	i	0.1	i	7	i	i	i	i	i	i	i
O=C(Nc1cccnc1Cl)C1CCCN(c2ncnc3c2nc2n3CCCCC2)C1 (stereo not drawn)	i	-0.3	i	22	i	i	i	i	i	i	i
CC(C)N(C)Cc1nnnn1CC(=O)N(C)Cc1ccc(F)cc1	i	0.2	i	7	i	i	i	i	i	i	i
Cc1nn(Cc2ccccc2)c(C)c1C(=O)NCCN1C(=O)S/C(=C\c2ccc(F)cc2)C1=O	i	0.0	i	6	i	i	i	i	i	i	i
Cc1cccc(OCC(=O)NC2CCCC2)c1	i	1.0	i	13	i	i	i	i	i	i	i
O=C(CSc1n[nH]c(-c2ccco2)n1)Nc1sc2c(c1C(=O)Nc1ccccc1)CCCC2	i	0.2	i	31	i	i	i	i	i	i	i
O=C1Nc2ccccc2S/C1=C/c1cccs1	i	4.4	i	10	i	i	i	i	i	i	i
Cc1ccc(-n2ncc3c(=O)n(CC(=O)N4CCCCCC4)cnc32)cc1	i	0.2	i	27	i	i	i	i	i	i	i
Cc1ccc(NC(=S)N/N=C2/CCCCc3ccccc32)cc1	i	1.3	i	1	i	i	i	i	i	i	i
COC(CNC(=O)c1ccc(N2CCC3(CC2)OCCO3)c([N+](=O)[O-])c1)OC	i	-0.5	i	30	i	i	i	i	i	i	i
CCCc1n(CC(O)COC2CCCCC2)c2ccccc2[n+]1C (stereo not drawn)	i	0.3	i	6	i	i	i	i	i	i	i
COc1nc(/C=C/N(C)C)c([N+](=O)[O-])c(OC)n1	i	-0.5	i	0	i	i	i	i	i	i	i
CCCCNC(=O)c1ccccc1NC(=O)c1ccc2c(c1)OCO2	i	-0.1	i	-1	i	i	i	i	i	i	i
COc1ccccc1C(=O)NCC(=O)N/N=C/c1cn[nH]c1-c1ccccc1	i	-0.1	i	5	i	i	i	i	i	i	i
CN(CC(=O)NC1CCCCCC1)S(=O)(=O)c1ccc(F)cc1	i	-0.1	i	9	i	i	i	i	i	i	i
COc1cccc(NC(=O)N2CCC(C(N)=O)(N3CCCCC3)CC2)c1	i	1.3	i	11	i	i	i	i	i	i	i
Cc1oc(-c2ccc(Cl)cc2)nc1CN1CCC(C(=O)NCCCN2CCCC(C)C2)CC1 (stereo not drawn)	i	0.2	i	14	i	i	i	i	i	i	i
Oc1[nH]c2ccccc2c1C=NCC1CCCO1 (stereo not drawn)	i	0.2	i	-1	i	i	i	i	i	i	i
CCN(C(=O)CSc1nnnn1C)c1c(N)n(Cc2ccccc2)c(=O)[nH]c1=O	i	-0.8	i	20	i	i	i	i	i	i	i
O=C(Nc1ccc(C(=O)N2CCOCC2)cc1)c1ccc([N+](=O)[O-])cc1	i	0.2	i	28	i	i	i	i	i	i	i
C=CC(C)N1C(=O)S/C(=C\c2ccc(N3CCOCC3)cc2C)C1=O (stereo not drawn)	i	1.4	i	25	i	i	i	i	i	i	i
CSc1ccc(CNC(=O)Cn2nc(C)c3c(C)n(-c4ccc(C)cc4)nc3c2=O)cc1	i	-0.3	i	18	i	i	i	i	i	i	i
CCOC(=O)c1cnc(-n2nc(C)cc2C)[nH]c1=O	i	-0.1	i	13	i	i	i	i	i	i	i
COc1ccc(C2Nc3ccccc3C(=O)N2c2ccc(C)cc2)cc1Cn1nnc2ccccc21 (stereo not drawn)	i	1.9	23*	14	i	i	i	i	i	i	i
COc1ccccc1-n1c(SCC(=O)N(C)C2CCS(=O)(=O)C2)nc2ccccc2c1=O (stereo not drawn)	i	-0.2	i	26	i	i	i	i	i	i	i
CCCCNC(=O)C(=O)N/N=C/c1ccc(OCc2ccccc2)cc1	i	1.3	i	-13	i	i	i	i	i	i	i
CCOC(=O)C1CCCN(CC(=O)Nc2nccs2)C1 (stereo not drawn)	i	-1.5	i	-4	i	i	i	i	i	i	i
O=C(NCCc1ccc(Cl)cc1)c1cnccn1	i	1.3	i	2	i	i	i	i	i	i	i
COCCNCC(=O)Nc1ccccc1Sc1ccccc1	i	-0.1	i	-2	i	i	i	i	i	i	i
O=c1c2ccccc2nnn1COc1cccc(Cl)c1	i	2.2	i	-46	i	i	i	i	i	i	i
CC(=O)/C(=N/Nc1ccc(C)cc1)Sc1nnc(CCc2ccccc2)n1-c1ccccc1	i	-0.3	i	7	i	i	i	i	i	i	i
O=C(O)C1=C[C@H](c2ccccc2)C[C@H](OCc2ccc(CO)cc2)O1	i	-0.1	i	1	i	i	i	i	i	i	i
O=[N+]([O-])c1ccc(NC(=S)N2CCN(S(=O)(=O)c3ccccc3)CC2)cc1	i	.	i	8	i	i	i	i	i	.	i
O=C1c2ccccc2S(=O)(=O)N1CC(O)COc1ccc(Br)cc1 (stereo not drawn)	i	0.1	i	-1	i	i	i	i	i	i	i
O=C(Nc1ccc(OC(F)(F)C(F)F)c(NC(=O)c2cccc(F)c2)c1)c1cccc(F)c1	i	0.5	i	2	i	i	i	i	i	i	i
CCc1ccccc1NC(=S)N1CCCCCC1	i	.	i	30	i	i	i	i	i	.	i
N#CC1=C(N)N2C(=C(C#N)C13CCCC3)Nc1ccccc12	i	0.3	i	15	i	i	i	i	i	i	i
CC(=O)N1CCc2c(sc(NC(=O)Cc3ccc(F)cc3)c2C(N)=O)C1	i	-0.5	i	16	i	i	i	i	i	i	i
COc1ccc(C(=O)Nc2ccnn2C2CCN(C(=O)c3cnsn3)CC2)cc1	i	1.1	i	2	i	i	i	i	i	i	i
NC(=O)NOCc1ccc(Cl)cc1Cl	i	-0.5	i	-2	i	i	i	i	i	i	i
C/C(=N\NS(=O)(=O)c1ccc(Br)cc1)c1cccs1	i	0.8	i	12	i	i	i	i	i	i	i
O=C(NCCCn1ccnc1)c1cc(-c2ccc(Cl)cc2)nc2ccccc12	i	-1.0	i	9	i	i	i	i	i	.	i
CC(=O)NC(C(=O)NCC(N)=O)C(C)C (stereo not drawn)	i	0.1	i	4	i	i	i	i	i	i	i
O=C(OC1CCN(c2ccc([N+](=O)[O-])cc2)CC1)c1ccccc1	i	-0.3	i	-4	i	i	i	i	i	i	i
CCO[C@@H]1OC(C(=O)N2CCN(C)CC2)=C[C@H](C(C)(C)C)[C@H]1CCCO	i	-0.3	i	10	i	i	i	i	i	i	i
COc1ccc(C2C(C(=O)N3CCCCC3)c3ccccc3C(=O)N2C)cc1 (stereo not drawn)	i	0.0	i	1	i	i	i	i	i	i	i
O=c1[nH]c(CSc2nnc3ccccn23)nc2ccccc12	i	-0.1	i	18	i	i	i	i	i	i	i
Cn1c(SCc2ccccc2)nnc1-c1ccc(O)cc1	i	3.0	i	-2	i	i	i	i	i	i	i
NS(=O)(=O)c1ccc(NC(=O)COC(=O)C2CCCCC2)cc1	i	0.0	i	23	i	i	i	i	i	i	i
CCOC(=O)c1[nH]c2c(c1-c1ccc(OC)cc1)C(=O)CC(c1ccc(OC)c(OC)c1)C2 (stereo not drawn)	i	-0.5	i	35	i	i	i	i	i	i	i
O=C(CCN1C(=O)/C(=C/c2ccccc2F)SC1=S)NCCCN1CCOCC1	i	0.2	i	31	i	i	i	i	i	i	i
COc1cc(NC(=O)C2CCN(S(=O)(=O)c3cccc4nonc34)CC2)cc(OC)c1	i	-0.5	i	22	i	i	i	i	i	i	i
Cc1ccc(/C=C/C(=O)NCCc2cccc(Cl)c2)o1	i	-6.7	i	2	i	i	i	i	i	i	i
Cc1nn(CC(=O)Nc2ccc3c(c2)OCO3)c(C)c1[N+](=O)[O-]	i	-0.3	i	3	i	i	i	i	i	i	i
CC(C)(C)C(=O)NC(=S)N1CCCC1	i	-0.1	i	20	i	i	i	i	i	i	i
CCOC(=O)C(NC(=O)c1ccccc1)(N1CCCC1=O)C(F)(F)F (stereo not drawn)	i	-0.8	i	17	i	i	i	i	i	i	i
Cc1ccc(NC(=O)COC(=O)CSC(=S)N2CCOCC2)cc1C	i	-0.9	i	34	i	i	i	i	i	.	i
Cc1c(CCC(=O)NCCCn2ccnc2)c(=O)oc2cc3occ(C(C)(C)C)c3cc12	i	-0.3	i	.	i	i	i	i	i	i	i
COc1ccc2cc(CCNC(=O)C3CCCC3)c(=O)[nH]c2c1	i	0.4	i	17	i	i	i	i	i	i	i

A section from further up, as a working copy:
Compound	TRPC4 block	HIF activator	MrgX1 allo act	AI-2 QS mod	TRPC6 inh	TRPC6 act	TRPC4 act	TRPC4 PAM	MrgX1 antagonist	PolyA inh	MrgX1 ag
O=C(OC1CCN(c2ccc([N+](=O)[O-])cc2)CC1)c1ccccc1	i	-0.3	i	-4	i	i	i	i	i	i	i
CCO[C@@H]1OC(C(=O)N2CCN(C)CC2)=C[C@H](C(C)(C)C)[C@H]1CCCO	i	-0.3	i	10	i	i	i	i	i	i	i
COc1ccc(C2C(C(=O)N3CCCCC3)c3ccccc3C(=O)N2C)cc1 (stereo not drawn)	i	0.0	i	1	i	i	i	i	i	i	i
O=c1[nH]c(CSc2nnc3ccccn23)nc2ccccc12	i	-0.1	i	18	i	i	i	i	i	i	i
Cn1c(SCc2ccccc2)nnc1-c1ccc(O)cc1	i	3.0	i	-2	i	i	i	i	i	i	i

Screening results: PubChem, several laboratories
